Screens as filed in PubChem.
JMJD2E inh: inhibitors of human JMJD2E histone demethylase | JMJD2E catalytic domain, FDH-coupled NADH fluorescence (FDH is formaldehyde dehydrogenase) | Potency, µM (top dose mostly 57.1 µM), inactives show top-dose activity change, negative = inhibition, actives largely listed as inhibitors | hit rate 1.6% among 230,000 | B2RXH2; active = well fitted inhibition curve with a large enough effect, not every such curve was filed as active; inconclusive = small, poorly fitted or top-dose-only effect, or another doubt; inactive = no such curve, though single readings can be large or run the other way;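 note: 0% = wells with enzyme and -100% = buffer wells without enzyme; nearly all actives have a fitted effect of over 50% in size; many of its hits are not listed in these tables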
Target sequence (B2RXH2 1-337 limits assumed): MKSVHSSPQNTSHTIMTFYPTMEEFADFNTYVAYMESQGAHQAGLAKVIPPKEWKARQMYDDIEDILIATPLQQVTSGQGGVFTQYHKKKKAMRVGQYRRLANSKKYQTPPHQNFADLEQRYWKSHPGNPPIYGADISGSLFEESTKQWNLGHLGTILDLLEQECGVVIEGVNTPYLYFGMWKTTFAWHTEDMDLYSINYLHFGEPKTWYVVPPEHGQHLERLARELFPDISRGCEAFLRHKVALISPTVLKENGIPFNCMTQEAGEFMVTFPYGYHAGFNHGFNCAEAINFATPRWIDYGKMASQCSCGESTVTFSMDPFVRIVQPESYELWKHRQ
Tau fluor counter: counter-screen for tau fibril formation inhibitors; tau K18 P301L Alexa594 fluorescence, heparin fibrillization; Potency, µM (doses to about 57.7 µM), for inactives: at the top dose activity change, negative = decrease; hit rate 0.93% among 280,000; note: % is set by controls: 0 for no effect and ±100 for the full control effect; nearly all actives have a fitted effect of over 55% in size
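Human K18 P301L tau (15 uM unlabeled plus 0.24 uM Alexa 594-labeled, final) in 100 mM sodium acetate pH 7 was mixed with compound and 20 uM heparin and incubated 6 hr at 37 C.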
Tau ThT inhib: tau fibrillization inhibition (ThT binding); P10636; recombinant tau K18 P301L, heparin-induced fibrillization, ThT fluorescence; Potency, µM (series often up to 57.4 µM), for inactives: top-dose activity, negative = inhibition, actives largely listed as inhibitors; hit rate 2.1% among 270,000; AID 1460; note: % is set by controls: 0 for no effect and ±100 for the full control effect; nearly all actives have a fitted effect of over 55% in size
Target sequence (P10636 561-689 P618L limits assumed): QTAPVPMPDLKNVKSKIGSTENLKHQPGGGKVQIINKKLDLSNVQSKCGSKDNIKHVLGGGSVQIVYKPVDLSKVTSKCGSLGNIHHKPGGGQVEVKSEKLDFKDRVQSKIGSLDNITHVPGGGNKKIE
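Using a mix of unlabeled (15 uM) and Alexa 594-labeled (0.24 uM) tau K18 P301L, heparin-triggered fibrillization over 6 hr at 37 C was scored by ThT fluorescence.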
HttQ103 aggreg: reduces HttQ103-GFP aggregates in PC12 cells; PC12 HttQ103-GFP aggregates, Acumen cytometry, 40 h; Potency, µM (titrated, usually from 46.1 µM), inactives show top-dose activity change, negative = inhibition, hits mostly inhibitors; hit rate 1.1% among 220,000; AID 1688; note: % is set by controls: 0 for no effect and ±100 for the full control effect; nearly all actives have a fitted effect of over 60% in size
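PC12 cells stably carrying ecdysone-inducible HTT exon 1 Q103–GFP were induced with tebufenozide (100 nM final) and treated with library compounds in titration. GFP aggregates in lysates were counted by laser scanning cytometry.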
Tau fibril FP: tau fibrillization inhibition (FP) | P10636 | K18 P301L tau heparin fibrillization, Alexa594 FP, 6 h | Potency, µM (top dose mostly 57.7 µM), for the others: at the top dose activity, negative = inhibition, most hits filed as inhibitors | hit rate 0.39% among 280,000; note: % is set by controls: 0 for no effect and ±100 for the full control effect; nearly all actives have a fitted effect of over 55% in size
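Compound effects on tau fibrillization are measured by Alexa 594 fluorescence polarization (ex 555, em 632 nm). K18 P301L tau is used at 15 uM with 0.24 uM labeled tracer, and 20 uM heparin induces aggregation over 6 hr at 37 C.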
HTT ATP protect: cytoprotection in Huntington HTT-Q103 PC12 cell model. AID 1471. hit rate 0.14% among 230,000. PC12 HTT-Q103 induced, cytoprotection, ATP luminescence, 40 h. Potency, µM (doses to about 56.4 µM), for inactives: cytoprotection (ATP increase), hits mostly activators;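 note: % of control where 0% means no effect; nearly all actives have a fitted effect of over 45% in size; toxic huntingtin expression switched on by the ecdysone agonist tebufenozide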
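Stable PC12 Q103-GFP cells in serum-supplemented, phenol red-free DMEM; induction by tebufenozide at 100 nM final; compound dose series; cell viability quantified luminescently from ATP.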
ALDH1A1 block: inhibitors of human aldehyde dehydrogenase 1A1 | P00352 | Purified ALDH1A1, NADH fluorescence, propionaldehyde substrate | Potency, µM (titrated, usually from 75.3 µM), inactives show at the highest dose activity, negative = inhibition, hits mostly inhibitors | hit rate 7.3% among 220,000 | AID 1030; active = well fitted inhibition curve with a large enough effect, not every such curve was filed as active; inconclusive = small, poorly fitted or top-dose-only effect, or another doubt; inactive = no such curve, though single readings can be large or run the other way;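 note: plate controls were no enzyme wells and a reference inhibitor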
Target sequence (P00352 whole entry, looked up): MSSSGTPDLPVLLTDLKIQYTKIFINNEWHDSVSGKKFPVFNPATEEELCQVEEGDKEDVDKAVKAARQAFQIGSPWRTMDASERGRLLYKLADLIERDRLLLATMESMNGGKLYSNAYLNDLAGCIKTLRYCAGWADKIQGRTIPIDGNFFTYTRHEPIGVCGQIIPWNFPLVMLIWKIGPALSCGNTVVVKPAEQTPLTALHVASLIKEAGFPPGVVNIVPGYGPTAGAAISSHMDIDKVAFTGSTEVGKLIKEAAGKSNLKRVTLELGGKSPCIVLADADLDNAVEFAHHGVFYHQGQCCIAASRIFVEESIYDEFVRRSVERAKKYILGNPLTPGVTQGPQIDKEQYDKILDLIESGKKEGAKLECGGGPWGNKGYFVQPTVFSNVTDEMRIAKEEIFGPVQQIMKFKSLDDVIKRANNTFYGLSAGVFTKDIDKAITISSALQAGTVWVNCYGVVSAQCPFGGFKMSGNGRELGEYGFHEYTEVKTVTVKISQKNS
SMN2 splice up: SMN2 splice variant enhancement. HEK293 SMN2-luciferase splicing reporter, luminescence, 30-36 h. Potency, µM (top dose mostly 46.1 µM), without a hit: at the top dose activity change, positive = activation, usual class: activators. hit rate 2.8% among 210,000; note: % of control where 0% means no effect; nearly all actives have a fitted effect of over 55% in size
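HEK293 cells carry an SMN2 minigene-luciferase reporter in which exon 7 inclusion puts luciferase in frame. Cells were seeded at 2000 cells/well, attached for 10-12 hours, then exposed to compounds for 30-36 hours at 37C before ONE-Glo luminescence.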
The depositor's hits bear a star; ? = inconclusive; . = not tested or not shown; & = joins results of further samples; [ ] = dose if it differs, or a comment. Unless noted, calls come from the whole dose curve; as a rule, active = well fitted curve in the direction sought with a large enough effect; inconclusive = small, poorly fitted or top-dose-only effect, or another doubt; inactive = no such curve, though single readings can be large; an effect the other way counts as inactive or inconclusive. Potency is the fitted concentration of half-maximal effect. The list is partial, so the mix of outcomes need not match the whole.

SMILES	JMJD2E inh	Tau fluor counter	Tau ThT inhib	HttQ103 aggreg	Tau fibril FP	HTT ATP protect	ALDH1A1 block	SMN2 splice up
O=C(Nc1ccc(OC(F)(F)F)cc1)C(NS(=O)(=O)c1cccc2nsnc12)c1ccccc1 (stereo not given)	.	?	-14.4%	.	?	.	.	-25.6%
O=C1C(Cc2ccc3[nH]ccc3c2)NC(=S)N1c1ccccc1 (stereo not given)	?	-16.8%	?	-6.3%[9.22 µM]	11.1%	3.9%[10 µM]	.	.
CN(C)CC(O)Cn1c2ccc(Br)cc2c2cc(Br)ccc21 (stereo not given)	.	?	16.4%	.	25.1µM*	-192.3%[inhibitor]	5.9%	-107.7%[inhibitor]
O=C(O)c1cc(N/N=C/C(Cl)=C/c2ccccc2)ccc1Cl	-13.7%	-29.5%	14.1µM*	18.9%	-4.1%	-54.5%[inhibitor]	-5.6%	0.891µM*
Cc1cc(=O)n(C)c2ccccc12	?	3.2%	2.5%	-5.1%[9.22 µM]	-4.2%	-19.9%[1.9 µM]	11.2%	7.4%
CC(Oc1ccc(-c2ccccc2)c(F)c1)c1ccn(S(=O)(=O)c2ccc(Cl)cc2)n1 (stereo not given)	2.3%	-13.4%	-4.2%	?	-9.4%	-23.3%	12.2%	-36.7%[inhibitor]
CCOc1cc(CNCc2cccs2)cc(Br)c1OC	-3.1%	-11.4%	-8.2%	-13.2%	-1.1%	21.2%	-2.3%	-12.9%
CC(=O)Oc1ccc([N+](=O)[O-])cc1N1C(=O)c2ccccc2C1=O	-9.2%	4.8%	-8.6%	15.3%	-2.2%	6.0%[0.074 µM]	-0.3%	7.9%
CC(O)CNc1nc2ccccc2n1CC(=O)NCCc1ccc(Cl)cc1 (stereo not given)	0.5%	-11.9%	-7.6%	4.7%	7.1%	-8.1%[10 µM]	15.6%	4.3%
CCc1ccc(C(=O)NC(CCSC)C(=O)OC)cc1 (stereo not given)	4.8%	7.7%	-0.6%	4.7%	-3.3%	-10.9%[10 µM]	3.1%	5.1%
O=C1CCC[C@H]2OC12[C@@H](O)CCc1ccccc1 (stereo not given in full)	.	-8.3%[11.6 µM]	-10.4%[11.5 µM]	.	-10.8%[11.6 µM]	-100.8%[inhibitor][10 µM]	22.6%[13.5 µM]	.
Cc1ccc(/C=N/NC(=O)C2=NNC(c3ccccc3)(c3ccccc3)C2)c(O)c1	10µM*	-28.2%	?	?	?	11.0%[10 µM]	4.4%	-78.9%[inhibitor]
Cc1cccc(C)c1OCC(=O)Nc1nnc(C2CCCO2)s1 (stereo not given)	10.0%	-0.9%	-6.3%	-14.5%	2.7%	24.0%[10 µM]	-19.0%	4.2%
Cc1nc2ccccc2n1S(=O)(=O)c1ccc(Br)cc1	4.4%	-2.9%	-2.5%	-12.9%	6.1%	.	3.7%	-20.2%
COc1cc(NC(=O)CN2CCN(S(=O)(=O)c3ccc(C(C)C)cc3)CC2)cc(OC)c1	0.2%	-21.3%	2.5%	7.7%	-0.8%	4.0%	2.24µM*	?

2 entries drawn at random from the list so far:
SMILES	JMJD2E inh	Tau fluor counter	Tau ThT inhib	HttQ103 aggreg	Tau fibril FP	HTT ATP protect	ALDH1A1 block	SMN2 splice up
Cc1cc(=O)n(C)c2ccccc12	?	3.2%	2.5%	-5.1%[9.22 µM]	-4.2%	-19.9%[1.9 µM]	11.2%	7.4%
O=C(Nc1ccc(OC(F)(F)F)cc1)C(NS(=O)(=O)c1cccc2nsnc12)c1ccccc1 (stereo not given)	.	?	-14.4%	.	?	.	.	-25.6%

One compound at a time (already shown). Screens in order: JMJD2E inh	Tau fluor counter	Tau ThT inhib	HttQ103 aggreg	Tau fibril FP	HTT ATP protect	ALDH1A1 block	SMN2 splice up
`CN(C)CC(O)Cn1c2ccc(Br)cc2c2cc(Br)ccc21` (stereo not given) in the list: .	?	16.4%	.	25.1µM*	-192.3%[inhibitor]	5.9%	-107.7%[inhibitor]
`CC(=O)Oc1ccc([N+](=O)[O-])cc1N1C(=O)c2ccccc2C1=O` in the list: -9.2%	4.8%	-8.6%	15.3%	-2.2%	6.0%[0.074 µM]	-0.3%	7.9%

Remaining list, next part.
SMILES	JMJD2E inh	Tau fluor counter	Tau ThT inhib	HttQ103 aggreg	Tau fibril FP	HTT ATP protect	ALDH1A1 block	SMN2 splice up
Cc1nn(-c2ccccc2)c(N2CCCC2)c1/C=N/NC(=S)Nc1ccccc1F	4.0%	?	?	?	?	7.4%[10 µM]	?	-29.0%
CCOc1cc2c3c(c1)C1(C(=O)N3C(C)(C)CC2C)C(C#N)=C(N)N2C(=C1C#N)Nc1ccccc12 (stereo not given)	-25.6%	?	-11.8%	-25.6%	-2.6%	.	?	4.0%
CC1=CC(C)C(CN(CCC[N+](C)(C)C)C(=O)Nc2ccccc2)C(C)C1 (stereo not given)	6.8%	-10.5%	-5.8%	-3.8%[9.22 µM]	-1.9%	6.4%[10 µM]	-1.7%	.
CCOc1ccccc1CN1CCN(C2CCSCC2)CC1CCO (stereo not given)	-13.8%	-5.0%	-7.8%	-2.5%[9.22 µM]	-7.6%	12.5%[10 µM]	1.1%	.
Cc1ccc(-c2noc(CSc3nnc(CCc4ccccc4)n3-c3ccccc3)n2)cc1	2.8%	-18.5%	-23.8%	?	4.5%	-2.4%	-0.2%	-1.7%
COc1ccc(Br)cc1-c1noc(-c2ccncc2)n1	9.5%	-11.2%	-2.4%	-7.6%	-2.5%	-25.5%	0.4%	-9.8%
CC(Sc1nnnn1C)C(=O)Nc1ccc(N2CCOCC2)cc1 (stereo not given)	2.6%	-6.9%	-13.0%	25.6%	-0.4%	9.4%	7.1%	-0.7%
COc1ccc(OCC(O)CN(C2CCCCC2)C2CCCCC2)cc1 (stereo not given)	-4.2%	-7.2%	-10.9%	7.7%	-3.4%	-29.0%	11.5%	-10.9%
Cc1ccc(Nc2nnc(C)c(=O)[nH]2)cc1	5.0%	-0.3%	-1.6%	-19.6%	-2.5%	18.2%[10 µM]	6.2%	-3.8%
COC(=O)c1sc(NC(=O)c2ccco2)nc1C	-7.2%	7.9%	-4.7%	13.0%	1.2%	-27.2%	?	8.0%
C=CCc1cccc2cc(C(=O)Nc3ccc(F)cc3)c(=O)oc12	6.3%	-11.6%&-5.7%	-10.3%&-10.2%	-6.8%	-2.1%&-1.1%	18.1%[10 µM]	13.1%	6.7%
CC(C)n1c(NCc2cc(Cl)ccc2O)nc2ccccc21	0.4%	?	-16.5%	?	2.3%	6.0%	-9.3%	-0.2%
Cn1c(/C=C/N2CCOCC2)c(C(=O)c2ccc(Br)cc2)c(=O)n(C)c1=O	-16.6%	1.0%	-8.4%	13.1%	-5.8%	4.4%[0.074 µM]	?	12.4%
COCc1cc([C@@H]2C[C@H]3CN(c4ccccc4)C(=O)[C@]34CCCN24)ccc1OC	0.0%	-3.4%	-12.6%	31.6µM*	-6.9%	-133.6%[inhibitor]	12.7%	.
Cc1ccc(N2C(=O)CSC2c2cccnc2)cc1F (stereo not given)	-3.0%	5.4%	6.2%	16.2%	9.4%	3.2%	-2.3%	-14.3%
O=C1CSC(=S)N1/N=C/C=C/c1ccccc1	-4.5%	-11.4%	?	3.7%	-7.0%	.	?	1.0%
COc1cc(CN2CCN(c3ccccc3F)CC2)cc(OC)c1O	?	-8.2%	-17.0%	-0.7%	0.5%	4.0%	?	?
CC(C)(C)c1cc(C(F)(F)F)c(C#N)c(=O)[nH]1	?	-10.9%	-4.1%	-11.6%	1.4%	7.0%	?	-10.8%
C/C(=C\C(=O)OCC(=O)NCc1ccccc1)C(=O)OCC(=O)NCc1ccccc1	-1.9%	-1.6%	9.9%	-4.8%	1.9%	7.2%[10 µM]	-4.9%	-10.8%
CCn1cc(C(=O)NCC2CCCO2)c(=O)c2cc(S(=O)(=O)N3CCCCC3)ccc21 (stereo not given)	-1.8%	-13.8%	-13.1%	-14.1%	-1.9%	-9.5%	15.8µM*	-20.8%
Cc1c2cnn(CC(=O)Nc3c(F)c(F)cc(F)c3F)c(=O)c2c(C)n1Cc1ccccc1F	?	3.8%	-8.5%	-13.0%	6.1%	1.6%	-5.3%	-30.6%[inhibitor]
CCC(C)C(NC(N)=O)C(=O)NC1CCC(C)CC1 (stereo not given)	0.3%	-11.3%	-6.9%	4.5%	-4.2%	-31.1%[10 µM]	2.1%	3.8%
Oc1ccc(CNC2CCCCC2)cc1	1.2%	-3.1%	-4.1%	-5.7%	-1.1%	-13.7%	3.5%	-0.4%
COc1ccc(-c2nc3ccccc3c(=O)n2CCCn2ccnc2)cc1	6.5%	5.1%	1.3%	4.7%	2.3%	-4.1%[10 µM]	14.1µM*	7.9%
O=[N+]([O-])/C=C/c1cn(Cc2ccc(F)cc2)c2ccccc12	-1.7%	-15.2%	?	?	-10.0%	-103.1%[inhibitor]	?	-11.8%
CCN(CC)c1ccc(/C=N/NS(=O)(=O)c2ccc(CNC(C)=O)cc2)cc1	-11.9%	-19.5%	-1.5%	-1.3%	-0.3%	-9.8%[10 µM]	?	5.1%
Cc1ccc(Nc2nc(C(=O)NCC3CCCO3)cs2)cc1 (stereo not given)	2.6%	-14.3%	.	-17.3%[9.22 µM]	15.1%	-12.8%[10 µM]	.	.
CCn1c(-c2ccccc2Cl)nn(CC(=O)Nc2ccccc2C)c1=S	2.6%	-5.2%	-11.1%	-13.6%	-9.8%	3.9%	3.8%	-8.4%
CCOc1ccc2oc(=O)cc(CN3CCN(c4ccccc4)CC3)c2c1	.	-12.8%	-6.4%	.	5.8%	.	.	0.2%
C=CCn1c(COc2ccccc2)nnc1SCC(=O)C(C)(C)C	3.2%	1.7%	-0.2%	-0.2%	-8.7%	10.6%[10 µM]	?	-10.0%

Three entries from above, bar-delimited.
structure | JMJD2E inh | Tau fluor counter | Tau ThT inhib | HttQ103 aggreg | Tau fibril FP | HTT ATP protect | ALDH1A1 block | SMN2 splice up
CC(C)(C)c1cc(C(F)(F)F)c(C#N)c(=O)[nH]1 | ? | -10.9% | -4.1% | -11.6% | 1.4% | 7.0% | ? | -10.8%
C/C(=C\C(=O)OCC(=O)NCc1ccccc1)C(=O)OCC(=O)NCc1ccccc1 | -1.9% | -1.6% | 9.9% | -4.8% | 1.9% | 7.2%[10 µM] | -4.9% | -10.8%
CCn1cc(C(=O)NCC2CCCO2)c(=O)c2cc(S(=O)(=O)N3CCCCC3)ccc21 (stereo not given) | -1.8% | -13.8% | -13.1% | -14.1% | -1.9% | -9.5% | 15.8µM* | -20.8%
